mABHD4 FP: inhibits mouse alpha/beta hydrolase domain 4; purified mABHD4, FP-Rh probe fluorescence polarization; inhibition, % at 8.92 µM; 370,000 tested, 0.54% active;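 active = inhibition exceeding the mean over every tested compound plus 3 SD, cut at about 30% in these data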;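 also: 0% = plate median of compound wells and 100% = S159A mutant with DMSO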
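Assay system: wild-type mouse ABHD4 protein; compound: single nominal dose of 8.92 µM, 0.89% DMSO final; schedule: 45 min + 60 min at 25 °C; measured by: FP readout, ex 525 nm / em 598 nm; evaluation: % inhibition of FP-Rh probe binding versus controls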
rCAG RNA binder: binds r(CAG) RNA repeats; r(CAG) RNA repeat, TO-PRO-1 dye displacement fluorescence; inhibition, % at 3 µM; 370,000 tested, 1.3% active; AID 651821;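 active = inhibition above the plate cutoff, the mean of all test compounds on that plate plus 3 SD, cut at about 35% in these data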;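 also: 0% = DMSO alone and 100% = 100 µM mitoxantrone as full dye displacement; higher means more dye released from RNA so lower well fluorescence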
HTRA1 inhibitor: HTRA1 (human) protease inhibition; 340,000 tested, 0.5% active; inhibition, % at 5.96 µM; recombinant HTRA1, FP-rhodamine activity-based probe, fluorescence polarization; Q92743; AID 504803; in the data active = inhibition above about 36%;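 also: 0% = enzyme with DMSO and 100% = wells lacking enzyme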
PRMT1 inh: inhibitors of human PRMT1; Q99873; recombinant PRMT1, activity-based probe fluorescence polarization; inhibition, % at 2.79 µM; 370,000 tested, 1.3% active;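 active = inhibition above about 21% made by adding two undisclosed values, limit read from the data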
LEDGF integ inh: blocks HIV-1 LEDGF/p75-dependent DNA integration; 370,000 tested, 0.64% active; inhibition, % at 3.7 µM; TR-FRET IN-LEDGF/p75 DNA integration, Eu/Cy5; AID 743269;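 active = inhibition above the screen-wide mean plus 3 SD, cut at about 13% in these data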;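 also: signal is the Cy5 over europium emission ratio at 671 and 618 nm; 0% = plate median of compound wells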
TCR CD3 inh: human TCR-CD3 binding inhibition. TAMRA-labeled TCR probe fluorescence, biochemical. inhibition, % at 9.4 µM. 360,000 tested, 0.37% active. AID 651800; in the data active = inhibition above about 19%;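 also: recombinant mutant TCR 2C K166C tagged with TAMRA read by polarization; 0% = receptor in buffer alone and 100% = receptor with positive control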
NR1D1 modulator: Rev-erb alpha (human) modulation | P20393 | Rev-erbα–FITC-DNA binding, fluorescence polarization, 90 min | activity, % at 10 µM | 370,000 tested, 0.79% active | AID 1259318;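 active = activity above about 14%, limit read from the data; passing the limit was not always enough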;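 also: 0% = DMSO wells with 35 nM protein and 100% = DMSO wells with 750 nM protein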
Target sequence (P20393 whole entry, looked up): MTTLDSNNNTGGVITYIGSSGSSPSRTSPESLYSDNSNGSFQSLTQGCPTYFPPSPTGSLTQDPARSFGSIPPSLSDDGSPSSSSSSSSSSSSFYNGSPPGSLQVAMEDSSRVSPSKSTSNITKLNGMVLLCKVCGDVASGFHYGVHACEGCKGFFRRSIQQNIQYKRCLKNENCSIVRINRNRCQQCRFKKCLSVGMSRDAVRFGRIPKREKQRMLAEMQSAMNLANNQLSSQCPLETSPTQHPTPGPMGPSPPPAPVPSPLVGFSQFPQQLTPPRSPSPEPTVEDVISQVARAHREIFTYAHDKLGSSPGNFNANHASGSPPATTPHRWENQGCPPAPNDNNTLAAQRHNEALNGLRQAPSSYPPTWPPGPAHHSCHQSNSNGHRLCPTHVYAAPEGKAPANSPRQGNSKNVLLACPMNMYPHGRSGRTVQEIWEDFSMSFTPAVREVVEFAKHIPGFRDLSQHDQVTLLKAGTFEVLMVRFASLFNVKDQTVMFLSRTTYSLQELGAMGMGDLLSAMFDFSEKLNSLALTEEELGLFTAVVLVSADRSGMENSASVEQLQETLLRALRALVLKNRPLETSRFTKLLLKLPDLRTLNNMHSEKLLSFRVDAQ
PG9 binder: binds the HIV-1 gp120 antibody PG9 | inhibition, % at 6.7 µM | 360,000 tested, 0.43% active | TR-FRET gp120-PG9 antibody binding; in the data active = inhibition above about 8.5%
SIAE primary: human SIAE inhibition, primary screen | Q9HAT2 | SIAE FP-Rh probe binding, fluorescence polarization | inhibition, % at 9.66 µM | 370,000 tested, 0.69% active;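 active = inhibition above a cutoff: mean of compounds within the control limits plus 3 SD of those, cut at about 17% in these data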;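 also: 0% = plate median of compound wells and 100% = probe without SIAE protein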
TDP2 absorb: blocks human TDP2 phosphodiesterase activity; O95551; recombinant TDP2, T5PNP hydrolysis, p-nitrophenol absorbance 415 nm; inhibition, % at 12.8 µM; 370,000 tested, 0.34% active; AID 720702;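 active = inhibition above the mean of all tested compounds plus 3 SD, set per campaign, cut at about 25% in these data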;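 also: 0% = DMSO with enzyme and 100% = buffer with substrate but no TDP2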
Target sequence (O95551 whole entry, looked up): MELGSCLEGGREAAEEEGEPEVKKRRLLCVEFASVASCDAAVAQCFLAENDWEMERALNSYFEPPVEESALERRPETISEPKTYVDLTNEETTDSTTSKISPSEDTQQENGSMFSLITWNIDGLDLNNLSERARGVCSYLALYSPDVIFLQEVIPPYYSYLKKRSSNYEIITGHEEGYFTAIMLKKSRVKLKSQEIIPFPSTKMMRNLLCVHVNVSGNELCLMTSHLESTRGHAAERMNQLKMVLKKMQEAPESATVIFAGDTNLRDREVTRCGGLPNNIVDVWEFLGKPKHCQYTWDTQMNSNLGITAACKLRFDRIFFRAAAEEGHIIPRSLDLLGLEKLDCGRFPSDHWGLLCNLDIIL
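Test system: human TDP2 enzyme; Input: 120 nM TDP2 per well; Buffer or medium: Mg2+-containing Tris-HCl buffer, pH 7.5; Reagent: 5 mM T5PNP; Dosing: 12.8 µM single point, 1% DMSO; Incubation: reaction 2 h, 37 °C; Detection: p-Nitrophenol epi absorbance; Read-out: % inhibition relative to enzyme-containing and enzyme-free wells; Replicates: single well per compound.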
* = called active by the depositor; nt = not tested or not shown. Only part of the results is shown. The share of hits here may be higher or lower than overall.

The opening three entries as a preview:
Value order – PG9 binder, SIAE primary, HTRA1 inhibitor, LEDGF integ inh, mABHD4 FP, TCR CD3 inh, PRMT1 inh, rCAG RNA binder, NR1D1 modulator, TDP2 absorb
> COC(=O)CN1C(=O)N/C(=C/c2cc(OC)c(OC)cc2C)C1=O
→ -1.3, 7, 4, 2, -2, -6, 3, 0, 3, -4
> C/C=N/NC(=O)CCNC(=O)c1ccccc1
→ -1.1, -7, 0, 3, 2, 3, -4, 0, -9, -11
> COC/C=C/C1=CC2=CC(=O)C(C)(OC(=O)c3cnc4ccccc4n3)C(=O)C2=CN1C1CC1 (configuration not stated)
→ 1.5, 10, 8, 6, 20, 1, 11, 7, 1, 14

All compounds of this part (from the top)
Value order – PG9 binder, SIAE primary, HTRA1 inhibitor, LEDGF integ inh, mABHD4 FP, TCR CD3 inh, PRMT1 inh, rCAG RNA binder, NR1D1 modulator, TDP2 absorb
> COC(=O)CN1C(=O)N/C(=C/c2cc(OC)c(OC)cc2C)C1=O
→ -1.3, 7, 4, 2, -2, -6, 3, 0, 3, -4
> C/C=N/NC(=O)CCNC(=O)c1ccccc1
→ -1.1, -7, 0, 3, 2, 3, -4, 0, -9, -11
> COC/C=C/C1=CC2=CC(=O)C(C)(OC(=O)c3cnc4ccccc4n3)C(=O)C2=CN1C1CC1 (configuration not stated)
→ 1.5, 10, 8, 6, 20, 1, 11, 7, 1, 14
> COC(=O)c1ccccc1NC(=O)CN1CCCCC1
→ -0.9, -1, 6, 3, 4, 4, -2, 0, 1, -6
> CCOc1nc(OCC)nc(N2CCC(C)CC2)n1
→ -1.8, -1, -1, 2, 0, -2, -2, -7, -8, -7
> CN1CCC(OC(=O)c2cc3cc(Br)ccc3oc2=O)CC1
→ 0.8, 13, -3, -1, 1, -1, -3, 5, -4, 2
> CCOc1ccc(C(=O)NC(=S)Nc2ccc(NC(=O)c3ccco3)cc2)cc1[N+](=O)[O-]
→ -1.3, -4, 6, 1, 5, 6, -1, 4, -11, -2
> CC(C)COC(=O)N(C)C[C@H]1OCc2cnnn2CCCC(=O)N([C@H](C)CO)C[C@H]1C
→ -0.9, -3, 4, -8, 7, -14, 5, -1, 9, -3
> O=C(C1CCCN(S(=O)(=O)c2ccccc2[N+](=O)[O-])C1)N1CCN(Cc2ccccc2)CC1 (configuration not stated)
→ nt, 1, nt, -4, 2, nt, -4, -1, 10, 5
> CCOC(=O)c1cnc(-n2nc(C)cc2C)nc1Nc1cccc(C(=O)O)c1
→ -0.5, -6, -6, -1, -1, 2, 0, 1, -1, 1
> O=C(NC1=NCCS1)c1ccc(Cl)s1
→ -0.2, 2, 0, -1, -2, 0, 3, -1, 6, 6
> CC(=O)c1ccc(NC(=O)/C(=C\c2ccccc2)NC(=O)/C=C/c2ccccc2)cc1
→ -0.6, -59, -41, 1, -37, 5, -2, 9, -6, 7
> CCCC(=O)Nc1ccc(C(=O)Nc2nnc(COC)s2)cc1
→ -2.1, 1, 7, 3, 0, -3, 0, 1, 4, -4
> Cc1cnc(C(=O)OCC(=O)Nc2oc(-c3ccccc3)c(-c3ccccc3)c2C#N)cn1
→ -0.6, 1, 7, -3, -14, 2, 2, 46*, 1, 4
> O=C(N/N=C/c1ccc2cccc(OCc3ccccc3)c2n1)c1ccc(Cl)cc1
→ 3.9, -16, -62, -5, -34, -1, 4, 11, -12, -10
> Clc1cccc(N2CCN(CCCN3CCN(c4ccccc4)CC3)CC2)c1
→ -0.3, 3, -1, -2, 10, 3, -1, -2, 0, -2
> Cc1cc(C)c(NC(=O)CSc2nnc(CNC(=O)c3c(F)cccc3Cl)o2)c(C)c1
→ -2.6, 0, -1, 2, 3, 0, 2, 0, 2, 23
> O=C(OC1CCOC1=O)c1cc(-c2ccc(Cl)cc2)nc2ccccc12 (configuration not stated)
→ -0.7, -11, -8, 1, -9, 7, 1, 6, -4, 3
> Cc1ccc(CNC(=O)N2CCN(C)CC2)cc1
→ -0.5, -4, 0, 1, -5, 1, 1, -4, -4, -7
> CCOC(=O)c1cc(NC(=O)CNCC(c2ccccc2)N(C)C)cc(C(=O)OCC)c1 (configuration not stated)
→ -0.6, -3, 2, 10, 9, -3, 0, -7, 3, 17
> Cn1c(CN2CCOCC2)nnc1SCc1ccc(C#N)cc1
→ 1.0, 3, -3, 3, -2, 4, -3, 0, -5, 1
> NC(=O)NN=C(C1CC1)C1CC1
→ -0.2, -1, 3, -3, 5, 0, 3, -1, 4, 9
> C(=NCCCN1CCOCC1)c1ccc2c(c1)OCO2
→ -0.5, 8, -5, -2, 0, 4, -1, 1, 0, -3
> CC1(C)O[C@@H]2[C@H](O1)[C@@H](COS(=O)(=O)O)O[C@H]2n1ccc(=O)[nH]c1=O
→ 0.6, 13, -4, 2, 2, 8, 1, 0, -3, 2
> COC(=O)c1sccc1N/C=C(\C#N)S(=O)(=O)C(C)(C)C
→ 0.1, 1, nt, 79*, 2, 3, 3, -2, -2, -9
> Cc1cc(Br)ccc1OCCCCN1CCC(C)CC1
→ -0.7, -4, 0, 2, 17, -2, 3, -1, 6, 11
> O=C(Nc1ccccc1)N(C1=NCCC1)c1ccc(OC(F)F)cc1
→ 1.2, 2, -1, 1, 0, 9, -2, 1, -1, 1
> CC1(C)Cc2c(sc(NC(=O)C(=O)NCC3CCCO3)c2C(N)=O)CO1 (configuration not stated)
→ -0.1, -7, 0, -1, 0, -1, 1, -2, 1, -5
> COc1cc2[nH]c(O)c(C=O)c2cc1OC
→ -24, 6, -1, 3, 7, -4, -1, 2, -5, 8
> CCCCOC(=O)C1[C@H]2C(=O)N(CCc3ccccc3)C[C@]23C=C[C@H]1O3 (some centres not stated)
→ 0.5, -1, -9, -3, 8, -7, -2, -4, -6, 3

Complete entries, quoted from the list:
`CCOC(=O)c1cc(NC(=O)CNCC(c2ccccc2)N(C)C)cc(C(=O)OCC)c1` (configuration not stated) reads PG9 binder = -0.6; SIAE primary = -3; HTRA1 inhibitor = 2; LEDGF integ inh = 10; mABHD4 FP = 9; TCR CD3 inh = -3; PRMT1 inh = 0; rCAG RNA binder = -7; NR1D1 modulator = 3; TDP2 absorb = 17
`CC(C)COC(=O)N(C)C[C@H]1OCc2cnnn2CCCC(=O)N([C@H](C)CO)C[C@H]1C` reads PG9 binder = -0.9; SIAE primary = -3; HTRA1 inhibitor = 4; LEDGF integ inh = -8; mABHD4 FP = 7; TCR CD3 inh = -14; PRMT1 inh = 5; rCAG RNA binder = -1; NR1D1 modulator = 9; TDP2 absorb = -3
`NC(=O)NN=C(C1CC1)C1CC1` reads PG9 binder = -0.2; SIAE primary = -1; HTRA1 inhibitor = 3; LEDGF integ inh = -3; mABHD4 FP = 5; TCR CD3 inh = 0; PRMT1 inh = 3; rCAG RNA binder = -1; NR1D1 modulator = 4; TDP2 absorb = 9

Remaining list, next part
Value order – PG9 binder, SIAE primary, HTRA1 inhibitor, LEDGF integ inh, mABHD4 FP, TCR CD3 inh, PRMT1 inh, rCAG RNA binder, NR1D1 modulator, TDP2 absorb
> CN1CCN(CC(=O)Nc2cccc(S(=O)(=O)N(C)c3ccccc3)c2)CC1
→ -2.6, -6, 8, 4, -8, 0, -4, -1, 1, -3
> CC(C)C(OC(=O)C1CCCO1)C(=O)NC1CCCC1 (configuration not stated)
→ -0.4, 1, 8, -4, 5, 7, 3, -2, 6, -10
> CCN(CC)CCN(C)C(=O)c1ccc(OC2CCN(C(=O)C3CC3)CC2)cc1
→ 0.3, -1, 2, -2, 4, 7, -2, 2, -1, 1
> Cc1cc(C(=O)OCC(=O)Nc2ccccc2C(F)(F)F)on1
→ 0.6, 4, 0, -5, 3, 0, -1, 1, -4, -3
> CN(C)CCNC(=O)C(=O)NCC1OCCN1S(=O)(=O)c1ccc([N+](=O)[O-])cc1 (configuration not stated)
→ -1.1, 5, 4, -2, 2, -2, -1, 7, -3, -2
> O=C1C(C=Nc2ccc(F)cc2)=C(O)c2ccccc21
→ -2.9, 2, -4, -3, 1, 7, -1, 2, -22, 10
> CCc1nnc(NC(=O)CSc2nnc(C)n2-c2ccc(C)cc2)s1
→ 0.4, -2, 3, 2, 4, 3, 2, 1, 0, -3
> CCc1cc2c(-c3ccccc3)cc(=O)oc2cc1OC(C)C(=O)O (configuration not stated)
→ 0.4, -4, -1, -1, -14, 5, 4, 21, -6, 7
> COc1ccc(OC)c(/C=N/NC(=O)CCc2c(C)n[nH]c2C)c1
→ -1.5, -5, -2, 2, -8, 6, 1, -2, 4, 9
> CC1(Cc2cccc(C(F)(F)F)c2)C(=O)Nc2ccc(-c3ccc(F)c(Cl)c3)cc21 (configuration not stated)
→ -0.2, -14, nt, -5, -17, 1, 1, 3, 8, 5
> COc1ccc(C2CC(c3cccs3)=NN2C(=O)COC(=O)c2cncc(Br)c2)cc1OC (configuration not stated)
→ -0.1, 2, -26, 5, -4, 2, -9, -2, 2, -3
> CC1CCCCN1CCNC(=O)c1ccc2c(c1)N(Cc1ccccc1)C(=O)c1ccccc1S2(=O)=O (configuration not stated)
→ -0.8, 1, -6, -2, 3, -6, -3, -2, 1, 2
> O=C(COC(=O)c1ccc(S(=O)(=O)N2CCCC2)cc1)Nc1ccc(F)cc1F
→ -1.9, 5, 1, -1, -4, 7, -7, -1, 3, 2
> CN(C)C(CNC(=O)c1cc(S(=O)(=O)N(C)c2ccccc2)ccc1Cl)c1cccs1 (configuration not stated)
→ -1.2, 4, -2, 3, -3, 2, 0, -11, 0, 12
> Cc1cc(/C=N/NC(=O)c2cccc([N+](=O)[O-])c2)c(C)n1-c1ccc(Cl)cc1Cl
→ 0.4, 4, 6, 0, -5, 3, -3, 8, 6, -1
> COc1ccc(-c2csc3nc(-c4ccccc4)oc(=O)c23)cc1OC
→ 1.0, -4, -2, 5, 0, 3, -5, 0, 2, 5
> COc1ccc(-n2nc3c(N4CCC(C(=O)NCc5cccc(C)c5)CC4)nnc(C)c3c2C)cc1
→ -3.8, -9, -13, -4, -5, -12, 0, -6, 5, 2
> Cc1ccc(/C=C(/C#N)C(=O)NC(=O)Oc2ccccc2)cc1
→ -1.8, 7, 2, 0, 6, 3, 2, 17, -3, -5
> Cn1c2c(c(=O)n3ncnc13)CCCC2
→ -0.2, -4, 6, -1, 1, -2, 6, -1, 2, 7
> COc1ccc(C(O)C(CN2CCOCC2)c2ccccc2)cc1F (configuration not stated)
→ -1.0, 5, 6, 1, 5, 1, 0, -4, 2, -2
> CCOc1ccc(CNC(=O)CCS(=O)(=O)Cc2cccc(Cl)c2)cc1OC
→ -2.0, -3, -8, 0, -6, 7, -2, -2, 1, 13

Screening results: PubChem BioAssay, several laboratories
